# Screening results: PubChem BioAssay, several laboratories
# Redox H2O2 prof: compounds producing H2O2 with reducing agent – biochemical, NIH compound library profiling, artefact control for MLSCN library redox annotation, primary screen; DTT-dependent redox cycling H2O2, phenol red/HRP absorbance; 100% = 100 µM peroxide control, 0% = buffer; 0.03% of 200,000 active; activation, % at 10 µM;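 active means activation of at least 50% relative to the plate's high and low controls in the primary single-dose screen; inactive means activation below 50%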;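 further: compound incubated with DTT at 0.8 mM final as the reducing agent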
# Hsp70 activator: transcriptional activators of Hsp70 | activation, % at 10 µM | AID 1203 | HeLa Hsp70 promoter luciferase reporter, luminescence; scaled: vehicle 0, proteasome-inhibitor control 100% | 0.04% of 200,000 active;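 active means activation above the mean across all tested compounds plus 3 SD, cutoff set per campaign, cut at about 5.5% in these data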;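 further: 100% = MG132 at 30 µM as the positive control and 0% = DMSO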
# L major viab: reduces viability of Leishmania major promastigotes; resazurin fluorescence viability; inhibition, % at 10 µM; 9% of 200,000 active; AID 1063; in the data active means inhibition above about 50%;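 further: promastigotes grown with compound for 44 hours at 28 °C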
# RAM inhibit: yeast RAM network inhibition; S. cerevisiae dse1pr::URA3 reporter, 5-FOA growth OD615, 2 d; analog-sensitive cbk1-as2 kinase mutant strain; AID 868; inhibition, % at 50 µM; 1.8% of 190,000 active;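 active means inhibition above a set limit, 3 SD over mean compound inhibition, cut at about 8.4% in these data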;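 further: 0% = DMSO-only wells with no growth and 100% = 10 µM 1-NA-PP1 full growth; inhibition rescues growth on 5-FOA so higher OD means more RAM inhibition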
# HMGR II inh: E. faecalis class II HMG-CoA reductase inhibition. purified E. faecalis HMGR, NADPH absorbance 340 nm kinetic. inhibition, % at 10 µM. 0.41% of 190,000 active. AID 1066;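 active means inhibition above a set limit, the median over all tested compounds plus 3 SD, cut at about 9.5% in these data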;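 further: enzyme runs in reverse so mevalonate oxidation gives rising NADPH absorbance; 0% = complete reaction with DMSO and 100% = background rate lacking mevalonate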
# PMI act hi M6P: increases human PMI activity with near-saturating mannose 6-phosphate; P34949; coupled PMI enzyme assay, resazurin fluorescence, 20 min; hits give high values; 1 = untreated enzyme, 0 = substrate-free blank; activation factor at 20 µM; 0.34% of 190,000 active; AID 1216;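 active means activation factor of 2 or more at 20 µM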
# Target sequence (P34949 whole entry, looked up): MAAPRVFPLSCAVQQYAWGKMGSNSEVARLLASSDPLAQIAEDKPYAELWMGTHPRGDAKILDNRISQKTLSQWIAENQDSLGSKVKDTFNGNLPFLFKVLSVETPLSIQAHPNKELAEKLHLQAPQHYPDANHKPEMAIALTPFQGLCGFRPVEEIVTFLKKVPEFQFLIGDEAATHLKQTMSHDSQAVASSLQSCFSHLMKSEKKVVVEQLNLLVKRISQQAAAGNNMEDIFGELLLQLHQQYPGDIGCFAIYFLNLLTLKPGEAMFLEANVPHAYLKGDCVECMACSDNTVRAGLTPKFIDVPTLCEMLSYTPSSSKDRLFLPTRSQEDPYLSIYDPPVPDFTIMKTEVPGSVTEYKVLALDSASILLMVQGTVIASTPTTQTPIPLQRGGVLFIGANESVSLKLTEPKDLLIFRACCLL
#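 Test system: Human PMI in coupled enzyme assay | Input: 15 ng/mL PMI | Medium: HEPES-buffered pH 7.4 with magnesium and detergent | Compound: One concentration, 20 µM, in 1% DMSO | Incubation: Enzyme reaction with compound 20 min at room temperature | Detection: Diaphorase-driven resazurin-to-resorufin fluorescence, excitation 544, emission 590 nm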
# TNAP inh hiacc: TNAP (human) inhibition, high acceptor. purified TNAP, CDP-star luminescence, 1 M DEA. 0.03% of 200,000 active. AID 1135. P05186. inhibition, % at 20 µM;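 active means over 50% inhibition of tissue-nonspecific alkaline phosphatase at 20 µM in the single-dose screen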;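 further: plate controls were DMSO wells for no effect and EDTA-quenched wells as full inhibition for full effect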
# Target sequence (P05186 whole entry, looked up): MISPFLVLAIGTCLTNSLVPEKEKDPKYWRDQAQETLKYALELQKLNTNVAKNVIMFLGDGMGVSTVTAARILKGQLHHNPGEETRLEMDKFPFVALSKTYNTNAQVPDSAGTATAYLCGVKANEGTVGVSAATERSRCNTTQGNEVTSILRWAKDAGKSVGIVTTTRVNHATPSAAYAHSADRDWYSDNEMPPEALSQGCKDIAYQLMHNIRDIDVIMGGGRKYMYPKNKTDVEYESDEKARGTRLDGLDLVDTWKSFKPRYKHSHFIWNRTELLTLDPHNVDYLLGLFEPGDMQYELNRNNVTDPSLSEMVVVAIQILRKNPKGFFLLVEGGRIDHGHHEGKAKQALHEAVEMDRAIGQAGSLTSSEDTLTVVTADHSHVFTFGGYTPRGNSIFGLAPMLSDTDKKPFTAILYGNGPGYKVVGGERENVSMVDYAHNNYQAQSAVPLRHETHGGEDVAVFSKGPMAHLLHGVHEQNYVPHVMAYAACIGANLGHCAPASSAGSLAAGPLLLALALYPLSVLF
# TNAP inh noacc: TNAP (human) inhibition, acceptor-free conditions. purified TNAP, CDP-star luminescence, 30 min. P05186. AID 1012. inhibition, % at 20 µM. 0.26% of 200,000 active;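 active means tissue-nonspecific alkaline phosphatase inhibition above about 50% at 20 µM in the single-dose screen, limit read from the data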;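 further: 0% = DMSO negative control and 100% = EDTA positive control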
# S1P3 antag: antagonists of human S1P3 receptor; Q99500; CHO S1P3 NFAT-BLA reporter, FRET fluorescence, antagonist mode; inhibition, % at 4.98 µM; 0.27% of 170,000 active;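 active means inhibition above the plate cutoff, the mean inhibition of test wells on that plate plus 3 SD, cut at about 28% in these data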;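 further: cells challenged with S1P at its EC80 of 0.8 µM; blue over green emission ratio from cleaved BLA substrate after 4 h stimulation; 0% = S1P-stimulated wells and 100% = unstimulated DMSO-only wells; some compounds past the cut are filed as inactive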
# PMI activator: activators of human phosphomannose isomerase | AID 1214 | purified human PMI, coupled resazurin fluorescence, 20 min; hits give high values; 1 = vehicle control, 0 substrate-free wells | activation factor at 20 µM | 0.005% of 190,000 active | P34949;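 active means activation factor of 2 or more at 20 µM, relative to plate controls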
# * hit, by the source's call; . = not tested or not shown. Rows were taken by chance (roughly 12% active in at least one column).
SMILES,Redox H2O2 prof,Hsp70 activator,L major viab,RAM inhibit,HMGR II inh,PMI act hi M6P,TNAP inh hiacc,TNAP inh noacc,S1P3 antag,PMI activator
Cc1cc(C)nc(NC(=O)C(c2ccccc2)c2ccccc2)c1,-0.2,-0.2,6.7,-0.9,-0.6,1,-4.2,-10.1,11.3,0.9
CON(c1nc(Cl)nc(N(C)C)n1)S(=O)(=O)c1ccccc1Cl,-5.6,-0.1,-3.5,-0.3,1.7,1,-1.2,-0.6,.,0.9
O=C(CCCC1=NS(=O)(=O)c2ccccc2N1)N1CCN(c2ccccc2)CC1,1.8,-0.4,-3.6,2.3,-6.2,1,-1.7,-11.8,-3.2,1
O=C(NCCc1ccccc1)c1ccccc1F,-1.5,-0.3,-6.6,-0.3,-6.0,0.9,-3.3,-6.3,-1.5,0.9
Cc1ccc(SC/C(O)=C(\C#N)c2nc3ccccc3n2C)cc1,1.7,-0.2,-8.2,5.0,1.4,1,-2.5,-10.3,2.7,1
O=C(Nc1ccccc1C(F)(F)F)N1CCN(c2ccccn2)CC1,-0.1,-0.1,-2.1,1.8,-5.5,1,-3.0,-11.9,-16.5,1
CN(C)S(=O)(=O)c1ccc(C(=O)NNC(=O)C2COc3ccccc3O2)cc1 (stereo unspecified),-0.4,-0.2,-2.9,3.7,-6.1,0.9,-4.4,-34.3,-25.5,0.9
COCCSc1ccccc1C(=O)Nc1ccc(Br)cc1,-0.4,0.4,6.8,-0.9,-1.5,1,-2.6,3.0,8.6,1
Nc1c(N2CCN(c3ccccc3)CC2)c2ccccc2oc1=O,2.4,-0.2,-7.7,4.0,-3.5,0.7,-9.7,-6.5,-5.0,0.8
O=C(Cc1nc2ccccc2[nH]1)c1ccc(Br)cc1,-0.5,-0.1,96.3*,-0.4,1.3,1,2.4,-56.0,-2.3,1.2
CCOC(=O)N1CCC(NC(=O)C2CCN(S(=O)(=O)c3c(C)noc3C)CC2)CC1,-0.1,-0.5,-0.3,2.4,-3.4,1.1,-4.3,-6.5,.,1
CCCCNc1c(N)n(CCCC)c(=O)[nH]c1=O,1.0,-0.3,48.4,0.8,-4.9,0.9,-0.8,-14.8,7.6,0.9
O=C(COC(=O)c1cccc(S(=O)(=O)N2CCN(c3ccccc3)CC2)c1)NCc1ccco1,-0.1,-0.3,-6.8,3.2,-4.5,1,1.6,-4.5,-11.6,0.9
O=C1C=C(NCc2ccc(Cl)c(Cl)c2)CC1,0.0,-0.4,-5.7,-0.7,-5.3,1,-2.8,-6.2,44.6,0.9
COc1ccc(N(CC(=O)Nc2cccnc2)S(C)(=O)=O)cc1,-1.2,0.0,3.0,1.5,-2.0,0.9,-7.9,-10.3,-12.2,0.9
Cc1ccnc2nc(C(=O)N3CCN(S(=O)(=O)c4ccccc4)CC3)nn12,1.2,0.1,-2.4,1.5,-3.3,1,-6.8,-15.2,-6.2,1.1
OC(COc1ccc(CN2CCSCC2)cc1)CN1CCCCC1 (stereo unspecified),-1.1,-0.1,19.0,2.8,0.6,1,-6.3,-10.3,-4.6,0.9
Nn1c(-c2cccc(Br)c2)n[nH]c1=S,2.0,0.1,-10.2,1.0,-1.3,0.9,-7.1,9.1,-8.8,0.9
CCCc1cc(=O)[nH]c(Nc2cc(OC)ccc2OC)n1,0.6,-0.1,3.5,3.1,1.4,0.9,-5.3,-11.2,-9.2,0.8
CCOc1ccc(C(OC(=O)c2ccco2)C(=O)NCc2ccc(C)cc2)cc1 (stereo unspecified),2.3,0.1,3.0,6.3,0.6,0.8,-1.5,-6.5,.,0.9
CC(=O)Nc1cc2c(cc1C(=O)c1ccccc1)OCCO2,-0.6,-0.2,-1.2,1.7,-6.6,1,-0.7,-8.5,-2.3,1
COC(=O)CC(=O)Cc1nc(N)nc(Nc2ccc(C)c(C)c2)n1,-2.5,-0.1,0.5,1.4,-6.9,0.9,2.9,0.3,.,0.9
CC(=O)c1ccc(NC(=O)c2ccc3nc(-c4ccco4)c(-c4ccco4)nc3c2)cc1,1.7,-0.3,-4.0,2.1,0.9,1.5,11.9,13.4,.,1.2
Cc1c(O)c(=O)ccn1Cc1ccccc1,0.3,-0.1,-7.9,0.5,3.5,1.2,-4.7,1.0,-1.7,0.9
Cc1ccc(-n2nc3c(Cl)nnc(C)c3c2C)cc1,0.1,0.0,-3.3,3.4,-6.6,0.9,-8.2,-9.6,7.3,1
COc1ccc(CN2CCN(c3cc(C)nc4c5c(C)cc(C)nc5nn34)CC2)cc1F,.,.,.,.,.,1.1,-11.1,-7.7,4.6,1.2
O=C(CCCn1cc([N+](=O)[O-])cn1)N1CCCCC1,10.8,0.1,-5.2,0.9,-5.5,1,-2.8,-11.0,-14.1,1.1
CN1Cc2ccccc2CC1CNCc1c(C(=O)N2CCCC2)nc2ccccn12 (stereo unspecified),-1.6,0.1,-4.3,1.8,-6.4,0.8,-9.9,-8.7,12.3,0.8
Cc1ccc(S(=O)(=O)N2CCN(C(=O)CCC(=O)OCC(=O)Nc3cccc(C#N)c3)CC2)cc1,1.7,-0.3,-7.3,-0.1,0.8,1,-5.9,9.3,7.4,1.1
CSc1oc(-c2ccc(F)cc2)nc1S(=O)(=O)c1ccccc1,0.7,-0.2,-5.0,0.4,-1.1,1.3,-3.1,-11.3,.,1.3
CCOC(=O)c1c(-c2cccs2)csc1NC(=O)CCCC(=O)O,-0.2,-0.5,-10.4,-1.0,-4.9,1.1,-5.0,-11.3,.,1
O=C(c1cccnc1)N(Cc1ccccc1)c1ccccc1,-0.8,-0.1,1.9,2.2,-4.7,1,0.0,-8.1,-9.8,1
O=C(NC1CCCc2ccccc21)c1ccc2c(c1)OCO2 (stereo unspecified),-3.0,0.0,33.7,-0.5,-9.3,0.9,0.1,-0.7,-0.9,1
CC(C)N1CCC2(CC1)C(C#N)=C(N)NC(S)=C2C#N,0.4,-0.4,-3.2,0.9,-6.6,0.6,0.6,-480.1,-21.2,0.6
COc1cc(C2c3c(oc4cc(C)c(C)cc4c3=O)C(=O)N2c2cc(C)ccn2)ccc1O (stereo unspecified),-1.0,-0.2,3.8,3.0,4.6,0.8,2.3,-7.8,21.6,0.8
CSCCC(NC(=O)OCc1ccccc1)C(=O)O (stereo unspecified),0.3,-0.3,11.9,1.4,-1.6,1,-4.5,-10.8,.,1
COc1cccc(C2C(C(=O)c3cccs3)=C(O)C(=O)N2c2cc(C)on2)c1 (stereo unspecified),-1.9,-0.7,-2.6,7.7,0.2,0.9,-6.3,-2.6,.,1.2
Cc1cc(C)cc(OCC(=O)Nc2ccc(F)cc2)c1,2.4,-0.3,0.2,2.3,0.5,0.8,-5.1,-10.9,.,0.8
COc1cc(NC(=O)C2CCC(CNc3c(N4CCC(C)CC4)c(=O)c3=O)CC2)cc(OC)c1 (stereo unspecified),-1.0,-0.2,-2.1,2.0,-1.7,1,-9.3,-36.3,.,1
CCc1nnc(NC(=O)C2CCCN(S(=O)(=O)c3ccccc3)C2)s1 (stereo unspecified),0.1,-0.2,2.4,1.5,0.1,1,-2.3,-10.0,.,1
CC(C)(C)c1ccc(S(=O)(=O)NCC(=O)N2CCN(C(=O)c3ccco3)CC2)cc1,-0.7,0.3,-1.0,0.1,-4.2,1,-1.4,2.2,10.4,0.9
CC(=O)C1=C(O)C(=O)N(c2ccc(C(=O)O)cc2)C1c1ccccc1 (stereo unspecified),0.2,-0.5,-2.1,-0.7,-0.6,1.1,0.9,-16.4,.,1.1
CC(=O)OC1CSc2nc3ccccc3n2C1 (stereo unspecified),2.2,-0.2,1.9,0.7,-3.2,1,-0.4,-8.7,-1.2,1
CN1CCCN(C(=O)/C=C/c2ccc(F)cc2)CC1,0.5,-0.4,-0.7,3.1,-4.8,0.9,4.9,-3.9,-7.3,0.8
Cc1sc2nc(CN3CCOCC3)[nH]c(=O)c2c1-c1ccccc1,-0.3,-0.3,-5.4,0.4,-2.3,1.1,0.4,-11.4,15.0,1
O=C(C[n+]1ccccc1)N/N=C/c1ccco1,-0.1,0.2,-3.7,2.8,-2.0,0.9,-1.8,-13.7,-8.1,1
CCn1cc(C(=O)OCc2ccccc2)c(=O)c2ccc(C)nc21,2.8,0.5,77.8*,0.0,-0.2,1,-3.0,-8.6,21.7,1
N#Cc1c(N)nc(SCC(=O)NCc2ccc3c(c2)OCO3)c(C#N)c1-c1cccs1,1.0,-0.1,-5.3,3.6,-0.6,0.8,-9.8,-17.6,.,1
COc1ccc(S(=O)(=O)N(CC(=O)NCCC(C)C)c2ccccc2)cc1OC,0.4,0.7,2.7,3.0,-0.9,0.9,-0.9,-1.7,-22.2,0.9
C=CCS/C(=N\n1cnc2ccccc2c1=O)N1CCCCC1,1.1,0.0,0.9,-0.8,-7.0,1,-4.8,-17.5,-8.4,0.9
CCOC(=O)c1c(NC(NC(C)=O)C(Cl)(Cl)Cl)sc(C(C)=O)c1C (stereo unspecified),1.6,-0.1,24.2,-0.1,-3.2,1,-5.5,2.6,.,1
CC(/C=N\NC(=O)CN1CCN(Cc2ccccc2)CC1)=C\c1ccco1,-0.3,-0.1,-9.0,-0.4,-1.1,0.9,-1.1,-26.5,6.6,1.1
CC(C)c1ccccc1NC(=S)NN(Cc1ccccc1)c1ccccc1,-8.1,-0.5,54.1*,5.6,-4.9,1,-4.3,11.3,.,1
CC(C)(C)OC(=O)N1CC=C2C(C#N)=C(N)C(C#N)(C#N)C(c3cccs3)C2C1 (stereo unspecified),-2.3,0.2,35.5,0.2,-0.7,1.1,-3.0,-3.6,.,0.9
Cc1cccc(Cn2cnc3ccccc32)c1,0.6,-0.3,20.4,0.6,4.9,1,-3.7,-11.0,.,1.1
O=c1c(-c2ccccc2)c1-c1ccccc1,.,0.2,.,.,2.7,0.9,-3.6,-5.9,-2.1,0.9
CC(C)Cc1cc(C(=O)NCCCN2CCOCC2)no1,-0.4,-0.2,-0.3,0.1,-4.8,1,-6.1,-10.6,-13.3,1
O=C(C1CCCN(Cc2ccc3c(c2)OCO3)C1)N1CCCC1 (stereo unspecified),-0.7,-0.3,45.8,0.6,-3.6,1,0.0,-5.9,-3.2,0.9
Cc1ccc(S(=O)(=O)NCC(=O)N2CCCC2)cc1,0.4,-0.1,-5.3,1.1,-5.4,1.1,-7.9,-5.9,.,1.1
O=C(CC1CCCCC1)NC1CCCC1,3.1,-0.2,-1.4,0.1,-3.9,1,-3.2,-11.4,6.2,1
